From PubChem
DT40 TDP1 CPT = qHTS for Inhibitors of human tyrosyl-DNA phosphodiesterase 1 (TDP1): qHTS in cells in presence of CPT. AID 686979, 2013. chicken DT40 Tdp1-/-;hTDP1 cells + 20 nM CPT, ATP luminescence, 48 h. actives 12% (n = 420,000). Potency, µM (doses to about 46.2 µM), inactives show at the highest dose activity change, negative = growth inhibition, hits mostly inhibitors; further: nearly all actives have a fitted effect of over 55% in size
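Chicken DT40 Tdp1-/- cells complemented with human TDP1, 400 cells/well, exposed to compounds plus 20 nM camptothecin for at least 48 h at 37 C; viability read as ATP content by CellTiter-Glo luminescence.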
FEN1 inh = qHTS Assay for the Inhibitors of Human Flap endonuclease 1 (FEN1). AID 588795, 2011. Recombinant FEN1 flap cleavage, fluorescence, 15 min. Potency, µM (titrated, usually from 114 µM), without a hit: at the highest dose activity change, negative = inhibition, usual class: inhibitors. actives 0.35% (n = 390,000). P39748; further: nearly all actives have a fitted effect of over 65% in size
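Nuclease activity of 10 nM FEN1 was measured after 15 min of room-temperature exposure to titrated compounds, by adding 50 nM flap substrate and reading plates at 0 and 15 min.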
GCN5L2 inh = qHTS Assay for Inhibitors of GCN5L2; Histone acetyltransferase KAT2A (Homo sapiens), Q92830; GCN5L2 HAT assay, ThioGlo1 CoA-SH fluorescence; Potency, µM (titrated, usually from 58.9 µM), without a hit: at the top dose activity change, negative = inhibition, usual class: inhibitors; actives 0.21% (n = 390,000); AID 504327, 2011
Target sequence (Q92830 whole entry, looked up): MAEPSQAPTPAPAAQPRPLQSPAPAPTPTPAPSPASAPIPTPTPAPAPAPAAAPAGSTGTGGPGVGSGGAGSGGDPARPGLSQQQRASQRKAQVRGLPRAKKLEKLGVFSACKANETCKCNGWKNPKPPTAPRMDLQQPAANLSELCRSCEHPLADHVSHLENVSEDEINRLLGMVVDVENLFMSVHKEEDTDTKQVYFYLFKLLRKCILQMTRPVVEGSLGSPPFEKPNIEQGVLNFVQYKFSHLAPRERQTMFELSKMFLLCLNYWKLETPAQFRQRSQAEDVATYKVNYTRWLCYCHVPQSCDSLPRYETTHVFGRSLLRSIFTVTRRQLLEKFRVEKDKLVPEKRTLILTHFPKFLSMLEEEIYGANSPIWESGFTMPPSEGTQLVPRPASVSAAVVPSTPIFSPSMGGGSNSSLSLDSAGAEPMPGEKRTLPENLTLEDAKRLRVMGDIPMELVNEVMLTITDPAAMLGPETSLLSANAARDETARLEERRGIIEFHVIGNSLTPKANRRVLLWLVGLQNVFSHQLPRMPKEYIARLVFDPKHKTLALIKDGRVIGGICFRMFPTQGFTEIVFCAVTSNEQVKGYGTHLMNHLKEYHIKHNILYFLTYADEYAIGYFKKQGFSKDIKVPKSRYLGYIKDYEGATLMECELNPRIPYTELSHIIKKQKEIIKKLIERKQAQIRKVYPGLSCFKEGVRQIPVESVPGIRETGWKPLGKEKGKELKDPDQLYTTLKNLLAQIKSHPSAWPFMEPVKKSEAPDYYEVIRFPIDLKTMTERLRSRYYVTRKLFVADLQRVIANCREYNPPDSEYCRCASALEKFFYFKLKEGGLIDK
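GCN5L2 (20nM final) in 50mM HEPES, 0.1mM EDTA pH 7.5, 0.01% Tween-20 was preincubated 15 min at room temperature with compound, then given ThioGlo1 (50uM), H3(1-25) peptide (75uM) and acetyl-CoA (70uM); CoA-thiol fluorescence (Ex340/Em540) was read at 0 and 20 min.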
Starred values were filed as active, the others as inactive; ? = inconclusive; · = not tested or not shown; & = joins results of further samples; [ ] = another dose, or the depositor's remark. The call rests on the fitted dose curve; in most records, active means well fitted curve in the direction sought with a large enough effect; inconclusive means small, poorly fitted or top-dose-only effect, or another doubt; inactive means no such curve, though single readings can be large; an effect the other way counts as inactive or inconclusive. On the % scale 0 is the no-effect control and ±100 the full control effect; potency means the concentration at half of the fitted maximal effect.

SMILES	DT40 TDP1 CPT	FEN1 inh	GCN5L2 inh
Cc1ccccc1C(=O)Nc1cccc(N)c1	2%	2%	0%
CCN(Cc1ccc(C#CCCO)cc1)CC1CCCN(CCc2cccc(F)c2)C1 (stereo unspecified)	?	-17%	-7%
Cc1ccc(Nc2ncnc3c2cnn3-c2ccc(C)cc2)cc1	-18%	-1%	-4%
O=C(Cc1cccs1)NCc1cn2ccccc2n1	-6%	2%	3%
c1cncc(CSc2nnc3ccc(-c4ccco4)nn23)c1	-7%	-3%	-3%
CC(C)COc1ccc(C(=O)NCc2ccco2)cc1	?	1%	-3%
COc1cccc(C(C(=O)NC2CCCC2)N(C(=O)c2ccco2)c2ccc(NC(C)=O)cc2)c1OC (stereo unspecified)	-20%	3%	1%
CC1CCc2c(sc(NC(=O)c3cc4nc(-c5ccc(Cl)cc5)cc(C(F)(F)F)n4n3)c2C#N)C1 (stereo unspecified)	-19%	17%	-10%
COc1ccc(NC(=S)Nc2ccccc2)c(OC)c1	?	-18%	-3%
Cc1cccc(CSCCNC(=O)CN(c2cc(C)cc(C)c2)S(C)(=O)=O)c1	?	2%	-13%
CC(OC(=O)c1ccccc1NS(=O)(=O)c1cccc(C(F)(F)F)c1)C(=O)N(C)Cc1ccccc1 (stereo unspecified)	?	-25%	-17%
Cc1ccnc(N(C(=O)Nc2ccccc2)C2=NCC(C)(C)S2)c1	40%[activator]	-1%	-5%

Only FEN1 inh and GCN5L2 inh, for seven of the compounds above:
Molecule | FEN1 inh | GCN5L2 inh
c1cncc(CSc2nnc3ccc(-c4ccco4)nn23)c1 | -3% | -3%
CC(C)COc1ccc(C(=O)NCc2ccco2)cc1 | 1% | -3%
COc1cccc(C(C(=O)NC2CCCC2)N(C(=O)c2ccco2)c2ccc(NC(C)=O)cc2)c1OC (stereo unspecified) | 3% | 1%
CC1CCc2c(sc(NC(=O)c3cc4nc(-c5ccc(Cl)cc5)cc(C(F)(F)F)n4n3)c2C#N)C1 (stereo unspecified) | 17% | -10%
COc1ccc(NC(=S)Nc2ccccc2)c(OC)c1 | -18% | -3%
Cc1cccc(CSCCNC(=O)CN(c2cc(C)cc(C)c2)S(C)(=O)=O)c1 | 2% | -13%
CC(OC(=O)c1ccccc1NS(=O)(=O)c1cccc(C(F)(F)F)c1)C(=O)N(C)Cc1ccccc1 (stereo unspecified) | -25% | -17%

Next part:
SMILES	DT40 TDP1 CPT	FEN1 inh	GCN5L2 inh
O=C(COCc1cc(-c2ccc3c(c2)OCO3)on1)Nc1cccc(O)c1	?	10%	-9%
O=C(Cc1ccccc1)NC(NC(=O)Cc1ccccc1)c1cccc([N+](=O)[O-])c1	?	0%	-13%
O=C(CN1C(=O)NC2(CCCC2)C1=O)Nc1ccc(Cl)c(C(F)(F)F)c1	-28%	-6%	1%
Cc1cc(C)nc(Sc2ccc(/C=C(\C#N)C(N)=O)o2)n1	0%	-6%	-5%
CCOC(=O)c1sc(NC(=O)C(C)Sc2nnc(N)s2)nc1C (stereo unspecified)	6%	-7%	-10%
Cc1ccc(-n2nc3c(=O)n(C(C)C(=O)NCc4ccc(Cl)cc4)nc(C)c3c2C)cc1 (stereo unspecified)	?	-19%	-20%
O=C(COC(=O)C1=COCCO1)NCc1ccc(F)cc1	28%	20%	-6%
CCOC(=O)N1CCC(NC(=O)c2ccc3c(c2)N(Cc2ccc(Cl)cc2)C(=O)c2ccccc2S3(=O)=O)CC1	?	-3%	-15%
Cc1ccc(CNC(=O)C(CC(C)C)NS(=O)(=O)c2ccc3c(c2)oc(=O)n3C)cc1 (stereo unspecified)	2%	13%	2%
Cc1ccc(NC(=O)c2ccc3nc[nH]c3c2)c(O)c1	1%	2%	-13%
Nc1ccn(CC(=O)NCc2ccc3c(c2)OCO3)c(=O)n1	-15%	-2%	-7%
Cc1cc(C)n(CCc2nc3c4ccccc4nc(SCc4ccc(F)cc4)n3n2)n1	4%	-17%	-2%
COc1ccc(N2CCN(S(=O)(=O)c3c(C)nc4sccn4c3=O)CC2)cc1	-13%	-15%	-19%
Cc1ncc(CN2CCCC(CCC(=O)NCc3ccc(F)c(F)c3)C2)s1 (stereo unspecified)	-27%	0%	-1%
COc1ccc(C(=O)N[C@H]2COC(C)(C)O[C@H]2c2ccccc2)cc1	4%	-2%	1%
COc1cc(C(=O)Nc2cccc(S(=O)(=O)NCc3ccco3)c2)cc(OC)c1OC	?	6%	2%
CC(=O)Nc1ccc(NC(=O)C(C)OC(=O)c2ccccc2C(=O)c2ccc(Cl)c([N+](=O)[O-])c2)cc1 (stereo unspecified)	?	-10%	-3%
CC(C)CNC(=S)N1CCC(NC(=O)C23CC4CC(CC(C4)C2)C3)CC1	?	2%	-4%
COc1cc(N(Cc2ccccc2)Cc2ccccc2)c2ncn(C(C)C)c2c1	?	-21%	-9%
OCCC#Cc1c(-c2ccsc2)sc2ccccc12	-14%	-28%	-5%
CC(NC(=O)c1cccs1)c1ccccc1 (stereo unspecified)	-4%	19%	·
COc1ccccc1CNC(=O)c1cnc2ccccn2c1=O	-18%	-7%	-2%
CC1(OC(=O)C2CCCC2)C(=O)C=C2C=C(c3ccc(C#N)cc3)OC=C2C1=O (stereo unspecified)	-17%	20µM*	·
CN(C)c1ccc(N=Nc2ccccc2C(=O)OCC(=O)N2CCCCCC2)cc1	?	-18%	-8%

Additional compounds.
Structure	DT40 TDP1 CPT	FEN1 inh	GCN5L2 inh
Cn1c(=O)c2c(-c3ccc(Cl)cc3)n(Cc3ccccc3)cc2n(C)c1=O	·	-15%	-6%
COc1ccc(NC(=O)CCn2cccn2)cc1OC	2%	-2%	-1%
COC(=O)c1cn(C(=O)c2ccc(Cl)cc2)c2ccccc12	-8%	9%	-3%
Cc1cc(Cl)c(S(=O)(=O)NCc2cccnc2)cc1OCC(N)=O	-2%	-2%	-7%
CCc1cc(C(c2ccncc2)N2CCN(C)CC2)c(NC(=O)c2ccccc2)s1 (stereo unspecified)	-18%	-2%	-4%
O=C(CN1CCC(n2nnc3cc(F)ccc32)CC1)NCc1ccco1	-24%	-4%	-7%
N#Cc1sc(NCc2ccccn2)nc1Cl	4%	7%	-4%
CC1(C)C2CC=C(/C=N/NC(=O)C(N)=O)C1C2 (stereo unspecified)	-5%	-22%	3%
O=C(OCc1cc2ccccc2[nH]c1=O)c1cccs1	-4%	3%	-30%
CCN(CC)c1ccc(C2NC(=O)c3ccccc3N2)cc1 (stereo unspecified)	7.3µM*	0%	·
CCOC(=O)CNC(=O)CSc1nnc(-c2ccc(OC)cc2)n1CC	-28%	12%	1%
C(=C\c1ccccc1)/CSc1nnc(-c2cccnc2)n1Cc1ccco1	?	-10%	0%
COc1ccc(Cl)cc1S(=O)(=O)N1CCC(C(=O)N2CCOCC2)CC1	-5%	-2%	-1%
O=C(NC1(C(F)(F)F)NC(=O)N(Cc2cccnc2)C1=O)c1ccncc1 (stereo unspecified)	13%	-8%	-7%[0.501 µM]
Cc1c(-c2ccc(Cl)cc2Cl)nc2ccccc2c1C(=O)NCCN1CCOCC1	1%	5%	0%
CCn1cc(S(=O)(=O)Nc2cccnc2)cn1	-1%	-10%	-1%
CCn1c(CO)nc2c1c(=O)[nH]c(=O)n2Cc1ccccc1	?	25%	1%
CC1CCCN(S(=O)(=O)c2ccc(NC(=O)CN3C(=O)NC(C)(c4ccccc4)C3=O)cc2)C1 (stereo unspecified)	-28%	-10%	-18%
CN(C)c1ccc(S(=O)(=O)N2CCCCC2)cc1NC(=O)C1CSC2(C)CCC(=O)N12 (stereo unspecified)	-25%	3%	-4%
Oc1c(Cl)c(Cl)c2ncccc2c1Cl	-15%	-8%	·
COc1ccc(-c2nn(-c3ccccc3)cc2/C=C/C(=O)N(C)CC(=O)Nc2cccc(F)c2)cc1OC	?	4%	·
Cc1nn(CCO)c2ncc(C(=O)c3cc(Cl)ccc3O)cc12	1%	-16%	-6%
COc1cc(OC)c2c(c1)OC(=O)CC2c1ccc(C)cc1 (stereo unspecified)	-30%	9%	-5%
CCOc1ccc(C(=O)N2CCN(Cc3cc(=O)n4nc(-c5ccccc5Cl)sc4n3)CC2)cc1	-4%	-4%	-1%
Cc1cccc(C(=O)N(CCc2ccccc2)Cc2ccccc2)c1[N+](=O)[O-]	10µM*	-7%	0%

Random excerpt: 2 compounds from above, in no set order.
Structure	DT40 TDP1 CPT	FEN1 inh	GCN5L2 inh
COc1ccc(N2CCN(S(=O)(=O)c3c(C)nc4sccn4c3=O)CC2)cc1	-13%	-15%	-19%
Cc1cc(C)nc(Sc2ccc(/C=C(\C#N)C(N)=O)o2)n1	0%	-6%	-5%

Continued:
Structure	DT40 TDP1 CPT	FEN1 inh	GCN5L2 inh
Cc1cccc(C(=O)NCC(=O)OCC(=O)c2ccc(Br)s2)c1	-6%	4%	-4%
Cc1cccc(CN2Cc3cccc4c3[C@H](C=CC4)CC2=S)c1	?	?	·
CN1CCN(Cc2cc(=O)oc3cc4c(cc23)CCC4)CC1	?	-16%	-2%
CCN(CC)CCN(Cc1cc2cc3c(cc2[nH]c1=O)OCCO3)C(=O)NC1CCCCC1	?	-5%	2%
O=C(Oc1cccc2c(O)cccc12)c1ccccc1	?	3%	-16%
N#Cc1cccc(-c2nc(Nc3ccncc3)c3ccccc3n2)c1	2.6µM*	·	-11%
CN=C(Nc1cc(Cl)ccc1Cl)SC1CC(=O)N(c2ccc(C(=O)OC)cc2)C1=O (stereo unspecified)	?	-22%	-13%
CC1CCCN(C(=O)C2CCN(c3ncnc4c3nc3n4CCCCC3)CC2)C1 (stereo unspecified)	?	5%	-6%
O=C1COC(c2ccccc2)=CN1Cc1ccccc1	-17%	-2%	-8%
COc1cccc(CN2CCN(C3CCN(c4ccccc4C)CC3)CC2CCO)c1 (stereo unspecified)	?	2%	3%
Cc1ccc(CN2CC(C(=O)Nc3ccc(C)c(S(=O)(=O)N4CCCCC4)c3)CC2=O)cc1 (stereo unspecified)	?	-10%	·
O=C(NCCc1ccccc1F)N[C@@H](Cc1ccccc1)C(=O)O	11%	0%	22%
CCCN(CCC)S(=O)(=O)c1ccc(C(=O)Nc2nnc(-c3cccc(OC)c3)o2)cc1	5.8µM*	-1%	-6%
CCOC(=O)N1CCC(NC(=O)CCc2nc(-c3ccccc3F)no2)CC1	-16%	-1%	0%
COc1ccc(OCC(=O)O/N=C(\N)Cc2cccs2)cc1	-24%	10%	1%
O=C(CSc1ccccc1)N1CCC(N2CCC(C(=O)N3CCCC3)CC2)CC1	1%	0%	-2%
CCCCCCCC(=O)C(C)C(=O)N(C)[C@H](Cc1ccc(OC)cc1)C(=O)N(C)[C@H](C(N)=O)C(C)C (stereo partly specified)	?	-18%	-1%
COC(=O)[C@H](C)NC(=O)Nc1ccc(OC(F)(F)F)cc1	10%	-2%	0%
NCCn1c(-c2ccccc2)cc(C(=O)O)c1-c1ccccc1F	13%	-22%	-2%
CCc1ccc(NC(=O)N(C2CCC(C)CC2)C2CCN(C(C)=O)CC2)cc1 (stereo unspecified)	-3%	3%	-5%
O=C(C[C@H]1C[C@H](C(=O)N2CCOCC2)[C@@]2(CCC3CCCC3)c3[nH]c4cc(-c5ccco5)ccc4c3CCN2C1=O)NCc1cccc(C(F)(F)F)c1	16µM*	-5%	-13%
Fc1ccc(Nc2nc(-c3ccncc3)nc3ccccc23)cc1	?	-9%	-8%
COc1cccc(CNC(=O)Cc2c(C(=O)O)c(C)cn2C)c1	-16%	-7%	0%
CCCCN1CC(c2nc3ccccc3n2CCCCOc2ccc(C)c(C)c2)CC1=O (stereo unspecified)	10µM*	-3%	-1%
CCN(Cc1cnn(C)c1)C(=O)c1cc(COc2cc(C)c(Cl)c(C)c2)on1	?	5%	-6%
O=C(CN1C(=O)CCC1=O)Nc1ccc(Cc2ccc(NC(=O)CN3C(=O)CCC3=O)cc2)cc1	16%	16%	1%
CC(C)c1ccc(C(O)P(=O)(OC2CCCCC2)OC2CCCCC2)cc1 (stereo unspecified)	?	-3%	-12%
Cc1ccc(/C=C2/SC(=S)N(CC(=O)Nc3ncc(Cc4ccc(C)cc4)s3)C2=O)cc1	23µM*	-19%	-6%
CSc1nc(C)c(CCOC(=O)c2cccc(C)c2)c(=O)[nH]1	-5%	-11%	-4%
CC1CCN(CC[C@H]2CCCN2S(=O)(=O)c2cccc(O)c2)CC1	-14%&-1%	-2%	-9%
CCOc1ccc(NC(=O)c2ccc(CN3C(=O)C(C)=C(c4ccc(C)cc4)S3(=O)=O)cc2)cc1	-10%	0%	3%
Cc1nc(Nc2ccccc2F)c2oc3ccccc3c2n1	-27%	1%	-11%

Some of the compounds tested. The share of hits here may be higher or lower than overall.
